Screening results (PubChem)
PTHR1 ag – activates the human parathyroid hormone receptor PTHR1. Q03431. HEK293 GP2 PTHR1 cells, GloSensor cAMP luminescence, 1 h. Potency, µM (highest dose often 115 µM), for inactives: at the top dose activation, actives largely listed as activators. AID 743266. 410,000 tested, 0.075% active; note: potency is the fitted concentration of half-maximal effect; nearly all actives have a fitted effect of over 55% in size; some results filed as inactive show a strong effect at the top dose; inactives centre near -15; many of its hits are not listed in these tables
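HEK-293-derived GP2 cells expressing PTHR1 and a GloSensor cAMP reporter, 3,000/well, plated overnight, given luciferin plus IBMX (each 0.5 mM as added) for 1 h at 37 °C, then compound for 1 h at 37 °C. Luminescence was read after 15 min at room temperature.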
GLP-1R inv ag – GLP-1 receptor (human) inverse agonism; HEK293 GLP-1R CRE-luciferase, luminescence, 24 h; GLP-1R form is constitutively active; Potency, µM (series often up to 38.3 µM), for the others: at the top dose activity change, negative = inhibition, actives largely listed as inhibitors; 410,000 tested, 1.6% active; P43220; note: potency is the fitted concentration of half-maximal effect; % is set by controls: 0 for no effect and ±100 for the full control effect; nearly all actives have a fitted effect of over 55% in size
Target sequence (P43220 whole entry, looked up): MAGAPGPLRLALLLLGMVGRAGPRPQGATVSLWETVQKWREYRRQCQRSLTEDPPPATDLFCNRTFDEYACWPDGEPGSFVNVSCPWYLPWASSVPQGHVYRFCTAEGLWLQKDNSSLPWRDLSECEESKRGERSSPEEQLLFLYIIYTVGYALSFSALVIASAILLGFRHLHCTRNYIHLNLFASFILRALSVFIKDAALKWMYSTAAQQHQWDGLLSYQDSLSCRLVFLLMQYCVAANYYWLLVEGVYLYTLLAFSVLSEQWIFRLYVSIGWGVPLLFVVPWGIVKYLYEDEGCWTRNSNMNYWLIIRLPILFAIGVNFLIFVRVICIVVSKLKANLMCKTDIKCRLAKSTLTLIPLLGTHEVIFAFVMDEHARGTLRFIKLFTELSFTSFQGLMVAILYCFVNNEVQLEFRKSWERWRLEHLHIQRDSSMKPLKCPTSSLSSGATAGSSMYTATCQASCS
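Seeding at 200 cells/uL, 12 h culture, 24 hr compound treatment, then luciferase reagent and a luminescence read; cells are HEK293 stably expressing a constitutively active GLP-1R plus cAMP-responsive luciferase.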
TDP43 rescue – rescues yeast growth from TDP-43 toxicity | 410,000 tested, 1.8% active | AID 652104 | TDP-43 expressing yeast growth rescue, BacTiter-Glo, 24 h | Potency, µM (highest dose often 46.1 µM), for the others: at the top dose growth rescue (activation), hits mostly activators; note: potency is the fitted concentration of half-maximal effect; % of control where 0% means no effect; nearly all actives have a fitted effect of over 50% in size
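Cell-based yeast growth screen: TDP-43 expression induced in galactose, inoculum OD600=0.02 after raffinose pregrowth to mid-log. Read-out BacTiter-Glo luminescence at 24 hr, 30 deg C; inhibition of toxicity seen as signal increase.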
FUS suppressor – FUS proteinopathy suppression in yeast | 390,000 tested, 0.24% active | Potency, µM (doses to about 76.6 µM), for inactives: top-dose growth rescue (activation), most hits filed as activators | S. cerevisiae FUS-expressing, growth rescue, OD600, 24 h;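 note: potency is the fitted concentration of half-maximal effect; plate controls were DMSO vehicle for no effect and reference control for full effect; nearly all actives have a fitted effect of over 55% in size; some results filed as inactive show a strong effect at the top dose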
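Yeast FUS proteinopathy model; galactose-induced FUS (2%), starting OD 0.005. Cpds in dilution series, 24hr, 30C, 99% humidity. Abs 600 nm growth. Pos ctrl CP55940 (top 92uM final); neg ctrl DMSO.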
Abeta rescue – restores growth of yeast expressing A-beta42 peptide; yeast expressing A-beta42, growth rescue, OD600, 48 h; response scale: 0% DMSO, 100% iron-clioquinol control; Potency, µM (highest dose often 46.1 µM), for the others: top-dose growth rescue, usual class: activators; 410,000 tested, 0.063% active; AID 1347071; note: potency is the fitted concentration of half-maximal effect; nearly all actives have a fitted effect of over 55% in size
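Growth rescue measured by 600 nm absorbance after 48 h yeast culture at 30 C with compound. Values normalized between DMSO and an equimolar ferric chloride plus clioquinol control.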
Akt phos inh – blocks phosphorylation of Akt; Neuro2A IGF-stimulated pAkt S473 HTRF, 20 min; hits give low values; activity change, % for hits at 50 µM; 360,000 tested, 0.32% active; in the data active = activity change below about -80%; inconclusive = mostly about -51% to -80%; note: % is set by controls: 0 for no effect and ±100 for the full control effect
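Neuro2A cells in DMEM with 0.5% FBS, overnight at 37 deg C, given compound at single 50 µM final, then IGF (6 nM final) for 20 min at 37 deg C. Lysed; phospho-Akt Ser473 by HTRF after 24 h, 665/615 ratio.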
aSyn rescue – alpha-synuclein toxicity inhibition in yeast. Yeast expressing alpha-synuclein, growth rescue, BacTiter-Glo, 24 h. Potency, µM (top dose mostly 46.1 µM), without a hit: top-dose growth rescue (activation), actives largely listed as activators. 370,000 tested, 0.14% active. AID 652106; note: potency is the fitted concentration of half-maximal effect; % of control where 0% means no effect; nearly all actives have a fitted effect of over 65% in size
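Galactose-induced alpha-syn yeast (OD600=0.02, raffinose-pregrown) + pinned cpd, 24 hr, 30 deg C; growth by BacTiter-Glo luminescence. Growth restoration scores as activation.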
DRD3 antagonist – D3 dopamine receptor (human) antagonism. AID 652054. D3R cells, DiscoveRx beta-arrestin luminescence, antagonist mode; hits give low values. max response, negative = inhibition, %. 360,000 tested, 2.5% active. P35462; in the data active = max response below about -50%; inconclusive = no clear call, values can overlap the other calls; note: % is set by controls: 0 for no effect and ±100 for the full control effect; mostly tested at two doses, the higher about 12 µM
Target sequence (P35462 whole entry, looked up): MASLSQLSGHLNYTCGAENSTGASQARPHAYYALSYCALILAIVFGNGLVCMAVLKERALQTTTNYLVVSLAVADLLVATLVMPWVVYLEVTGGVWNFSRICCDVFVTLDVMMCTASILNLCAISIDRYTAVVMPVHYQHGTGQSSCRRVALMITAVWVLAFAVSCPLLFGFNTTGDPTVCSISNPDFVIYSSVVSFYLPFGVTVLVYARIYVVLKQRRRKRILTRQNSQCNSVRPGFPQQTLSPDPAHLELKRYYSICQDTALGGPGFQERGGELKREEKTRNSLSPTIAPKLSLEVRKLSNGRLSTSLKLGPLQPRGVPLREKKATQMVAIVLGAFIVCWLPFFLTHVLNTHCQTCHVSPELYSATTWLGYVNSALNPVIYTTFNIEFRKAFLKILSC
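Cells expressing the human receptor were seeded at 1500 cells/well, incubated overnight at 37 degrees C in 5% CO2, then exposed to library compounds with dopamine controls for 90 minutes at 37 degrees C before luminescent detection.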
GLP1R ag – GLP-1 receptor (human) agonism; 380,000 tested, 0.007% active; HEK293 GLP-1R CRE-luciferase, luminescence, 4-6 h; cells express a hypersensitive GLP-1R form; Potency, µM (titrated, usually from 45.6 µM), for the others: at the highest dose activation, actives largely listed as activators; P43220; note: potency is the fitted concentration of half-maximal effect; % of control where 0% means no effect
* = called active by the depositor; i = inactive; ? = inconclusive; . = no result given; & = joins results of further samples; [ ] = remark or other dose. Unless noted, calls come from the whole dose curve; as a rule, active = well fitted curve in the direction sought with a large enough effect; inconclusive = small, poorly fitted or top-dose-only effect, or another doubt; inactive = no such curve, though single readings can be large; an effect the other way counts as inactive or inconclusive. An excerpt, so the mix of outcomes need not match the whole.

Molecule,PTHR1 ag,GLP-1R inv ag,TDP43 rescue,FUS suppressor,Abeta rescue,Akt phos inh,aSyn rescue,DRD3 antagonist,GLP1R ag
Cc1cc(C)n(-c2ccc([N+](=O)[O-])cc2-c2nn[nH]n2)n1,i,6%,-10%[0.397 µM],26%,-5%,i,1%,2,6%
CCOc1ccccc1Nc1cc(C)c2cccc(C)c2n1,-7%,?,-6%[1.82 µM],16%,10%,i,-2%,54,28%
CCOc1ccc(-c2nnc(NC(=O)CCCOc3cccc(C)c3)o2)cc1,-33%[inhibitor],50%,24%,13%,12%,i,3%,0,-4%
Cc1cc(/C=C2\NC(=S)N(C)C2=O)ccc1N1CCCC1,-26%,3%,-9%[0.397 µM],-12%,27%,i,-1%,15,21%
CC1CC(=O)c2cn3c(nc2C1)nc1ccccc13 (configuration not stated),i,0%,0%,17%,-1%,i,-2%,8,0%
CN1CCN(C(=S)c2cn(Cc3cccc(F)c3)c3ccccc23)CC1,-5%,?,15%,-27%,-3%,i,7%,-23,10%
O=C(CN(CC1CCCO1)C(=O)CNS(=O)(=O)c1ccc(Cl)cc1)NC1CCCC1 (configuration not stated),-3%,1%,-2%,13%,1%,i,6%,2,3%
COC(=O)c1[nH]c2ccc(Cl)cc2c1NC(=O)c1ccccc1[N+](=O)[O-],i,-3%,7%,-35%,-5%,i,2%,-2,2%
COc1ccc(Cc2c(-c3ccc(OC)c(OC)c3)nc3ccc(C)cn23)c(C)c1,-21%,16%,5%,4%,-9%,i,-10%,?,5%
O=C(CC(CC(=O)c1ccc(Cl)cc1)c1ccccc1C(=O)O)c1ccc(Cl)cc1,26%,?,-4%,1%,-14%,i,-5%,-26,7%
COc1cccc(NS(=O)(=O)c2nc3nc(C)cc(C)n3n2)c1,10%,4%,0%,-11%,0%,i,0%,6,0%
O=S(=O)(NCCO)c1ccc2c(c1)Cc1cc(S(=O)(=O)NCCO)ccc1-2,i,25%,9%,12%,-5%,i,4%,12,9%
Cc1ccccc1-c1nc(SCC(=O)N(C)c2ccccc2)c2c(=O)n(C)c(=O)n(C)c2n1,i,6%,0%[9.22 µM],-4%,1%,.,.,.,.
COc1cc2nc(C3CCC3)n(NC(=O)C(OC(C)=O)c3ccccc3)c(=O)c2cc1OC (configuration not stated),i,6%,-22%,39%,-21%,i,0%,9,-10%
CCCC(=O)Nc1cc(-c2nn(C)c(=O)c3ccccc23)ccc1OC,-10%[57.5 µM],149%[activator],20%,55%,0%,i,-1%,-27,12%
CN(C)S(=O)(=O)c1cccc(NC(=O)COC(=O)/C=C/c2ccc3c(c2)OCO3)c1,-17%,-18%,.,17%,3%,i,-8%,0,-2%
COc1ccc(-c2nc3c4ccccc4n(CC(=O)Nc4ccc(C(C)=O)cc4)c(=O)n3n2)cc1,-45%[inhibitor],1%,22%,-22%,-7%,.,.,.,.
O=C(c1ncc[nH]1)c1ccco1,i,46%[activator],-13%,0%,-9%,i,0%,17,1%
Clc1ccc(CCNc2ncnc3c2nnn3Cc2ccccc2)cc1,-22%,9%,5%,-2%,14%,i,-11%,16,1%
COCc1cc(=O)[nH]c(SCC(=O)c2ccccc2)n1,i,6%,-6%,-6%,2%,i,4%,-13,-2%

Further structures follow:
Molecule,PTHR1 ag,GLP-1R inv ag,TDP43 rescue,FUS suppressor,Abeta rescue,Akt phos inh,aSyn rescue,DRD3 antagonist,GLP1R ag
CN(Cc1nnc(SCC(=O)NCCc2ccccc2)n1C)S(=O)(=O)c1ccccc1,-6%[57.5 µM],2%,-7%,4%,6%,.,4%,0,2%
CCOc1ccc(NC(=O)Cn2c(=O)n(CC3CCC(C(=O)NCCc4ccccc4)CC3)c(=O)c3ccccc32)cc1 (configuration not stated),-27%,-15%,?,8%,8%,.,.,.,1%
Cc1ccc(S(=O)(=O)N2CCN(C(=O)CCn3cncn3)CC2)cc1C,-3%,3%,-9%,-19%,-18%,i,1%,0,6%
Cc1ccc(OCc2ccc(C(=O)O)o2)cc1C,-25%,?,11%,-14%,-5%,i,9%,3,-3%
O=C(CN1CCN(Cc2ccccc2)CC1)NC(=O)NC1CCCCC1,i,-34%,-15%,10%,4%,i,-3%,-2,-9%
O=C(NCc1ccncc1)c1csc([C@@H]2C[C@H](O)[C@@H](CO)O2)n1,-5%,9%,-9%,-21%,-19%,i,8%,0,-6%
C=CCNC(=O)Cc1ccc(S(=O)(=O)N2CCOCC2)s1,i,-6%,9%,4%,-10%,i,5%,16,0%
Cc1ccc(S(=O)(=O)Nc2nc3n(n2)C(c2ccccc2Cl)C=C(c2ccccc2)N3)cc1 (configuration not stated),-33%[inhibitor],-13%,5%[9.22 µM],12%,-15%,.,.,.,.
CC(=O)Nc1ccc(S(=O)(=O)NC2(C(F)(F)F)C(=O)Nc3c2c(=O)[nH]c(=O)n3-c2cccc(Cl)c2)cc1 (configuration not stated),i,7%,21%,-1%,-1%,.,.,.,.
CCCc1nc2ccc(NC(=O)c3ccco3)cc2c(=O)n1Cc1ccccc1Cl,-4%,-42%,11%,10%,-10%,i,0%,23,-6%
COc1ccc(OC)c(Cc2nnc(CCC(=O)NC3CCCCC3)o2)c1,i,6%,13%,2%,4%,i,3%,45,1%
Cc1nc(S/C(=C\c2ccc(OCc3ccccc3Cl)cc2)C(=O)O)n[nH]1,-4%[57.5 µM],8%,-7%,11%,11%,i,-10%,8,-16%
Cc1c(C#N)c2ncnc(-c3ccccc3)c2n1-c1ccccc1,-11%,-2%,12%,-3%,-16%,i,0%,49,-6%
O=C(Nc1cccc(S(=O)(=O)N2CCCCC2)c1)c1ccc(OCC2CCCO2)cc1 (configuration not stated),-28%,-24%[7.66 µM],0%,20%,6%,i,-1%,-4,1%
Cc1nc(-c2ccc(S(=O)(=O)Nc3cc(S(=O)(=O)N(C)C)ccc3C)s2)cs1,i,-1%,4%,17%,4%,i,4%,-1,0%
COC(=O)[C@]12CCCCC=C1N(Cc1ccccc1)C(=O)[C@H](CC(=O)NCc1cccc3ccccc13)C2,-18%,?,21%,?,1%,i,18%,-14,1%
Cc1ccc(N(C)C(=O)N2CCN(S(=O)(=O)c3c(C)cc(C)cc3C)CC2)cc1,6%,-1%,-13%,18%,-1%,.,.,2,1%
CC/C(=N/OC(=O)c1cccc(C)c1)C(=O)c1cccs1,-3%,1%,-13%[9.22 µM],6%,-8%,i,-4%,6,-1%
CCCCC(Sc1nc2cc3c(cc2c(=O)n1CCCC(=O)NCc1ccc2c(c1)OCO2)OCO3)C(=O)OCC (configuration not stated),10%,7%,-17%,6%,-17%,.,.,.,.
O=C(CSc1nc2ccccc2o1)NC(=O)NCc1ccccc1,7%[57.5 µM],?,-6%,12%,9%,i,1%,-7,23%

In the list so far, 2 contain a nitro group on carbon:
Molecule,PTHR1 ag,GLP-1R inv ag,TDP43 rescue,FUS suppressor,Abeta rescue,Akt phos inh,aSyn rescue,DRD3 antagonist,GLP1R ag
Cc1cc(C)n(-c2ccc([N+](=O)[O-])cc2-c2nn[nH]n2)n1,i,6%,-10%[0.397 µM],26%,-5%,i,1%,2,6%
COC(=O)c1[nH]c2ccc(Cl)cc2c1NC(=O)c1ccccc1[N+](=O)[O-],i,-3%,7%,-35%,-5%,i,2%,-2,2%

More structures:
Molecule,PTHR1 ag,GLP-1R inv ag,TDP43 rescue,FUS suppressor,Abeta rescue,Akt phos inh,aSyn rescue,DRD3 antagonist,GLP1R ag
COCCNc1nnc(SCC(=O)NNC(=O)c2ccco2)s1,-21%,7%,18%,0%,23%,i,-2%,1,2%
CCn1c(Cn2nnc(-c3ccccc3)n2)nnc1SCC(=O)N1CCOCC1,.,-4%,?,16%,18%,i,3%,6,-3%
CC(C(=O)O)n1nc2ccccc2n1 (configuration not stated),i,2%,10%,2%,13%,i,1%,-1,-8%
CC(C)(C)NC(=O)Cn1c(SCC(=O)N2CCCCCC2)nc2ccccc21,-22%,27%,-15%,15%,6%,i,1%,-17,4%
C/C(=C\c1cccs1)C(=O)c1c(C)cc(C)[nH]c1=O,i,-3%,-4%,-2%,-4%,i,4%,17,1%
COC(=O)c1ccccc1NC(=O)NCc1ccco1,i,4%,5%,12%,-1%,i,0%,-11,19%
O=c1c(=O)n2c(nn1Cc1ccc(F)cc1)sc1ccccc12,-8%,24%,14%,-27%,32%,i,1%,-5,0%
COC(=O)C(NC(=O)CC(C)C)(Nc1nc2c(s1)CCCC2)C(F)(F)F (configuration not stated),-1%,?,8%,3%,2%,.,.,.,.
COc1cc(Cl)c(C)cc1NC(=O)CNC(=O)Cn1ccc2ccccc2c1=O,-22%,-3%,13%,-35%,4%,.,.,.,0%
CCCCNC(=O)OCCNC(=O)NC,i,0%,-1%,0%,9%,-83%*,-4%,8,-7%
O=C(c1cc(-c2ccc(Cl)cc2)n[nH]1)N1CCN(C(=O)c2ccco2)CC1,i,-6%,-17%,14%,9%,i,0%,-26,4%
CC1Cc2ccccc2N1C(=O)CSc1nc2ccccc2s1 (configuration not stated),-49%[inhibitor],?,21%,16%,1%,i,1%,11,14%
Cc1ccc(CCNC(=O)CN2C(=O)COc3ccc(S(=O)(=O)N4CCCCC4)cc32)cc1,-10%,?,?,29%&24%,-7%&1%,i,-1%,-12,-3%
CCCC(=O)OCC(=O)Nc1ccc(OC(F)F)cc1,-5%[57.5 µM],11%,?,2%,-1%,i,0%,2,-1%
CCOc1ccc(NC(=O)CN(C)C(=O)c2cccnc2Sc2ccccc2Cl)cc1OCC,i,14%,0%,14%,12%,i,-8%,12,19%
O=C(CCC(=O)N1CCOCC1)NCCc1ccccc1,i,14%,15%,.,-19%,i,-4%,-9,-3%
